Compound activity from PubChem.
PTHR1 ag: qHTS for PTHR1 Agonists: Primary Screen; Potency, µM (highest dose often 115 µM), without a hit: at the highest dose activation, hits mostly activators; hit rate 0.075% among 410,000; HEK293 GP2 PTHR1 cells, GloSensor cAMP luminescence, 1 h; Parathyroid hormone/parathyroid hormone-related peptide receptor (Homo sapiens), Q03431; note: potency is the fitted concentration of half-maximal effect; nearly all actives have a fitted effect of over 55% in size; some results filed as inactive show a strong effect at the top dose; inactives centre near -15; many of its hits are not listed in these tables
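HEK-293-derived GP2 cells expressing PTHR1 and a GloSensor cAMP reporter, 3,000/well, plated overnight, given luciferin plus IBMX (each 0.5 mM as added) for 1 h at 37 °C, then compound for 1 h at 37 °C. Luminescence was read after 15 min at room temperature.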
EPAC1 antag: qHTS for Antagonist of cAMP-regulated guanine nucleotide exchange factor 3 (EPAC1): primary screen; hit rate 0.14% among 360,000; Potency, µM (highest dose often 115 µM), for the others: top-dose activity change, negative = inhibition, most hits filed as inhibitors; Rap guanine nucleotide exchange factor 3 (Homo sapiens), O95398; AID 720709, 2013; EPAC1 GEF assay, Rap1b-BODIPY-GDP exchange fluorescence;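 note: potency is the fitted concentration of half-maximal effect; plate controls were vehicle for no effect and positive control for full effect; nearly all actives have a fitted effect of over 50% in size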
PI5P4K alpha inh: qHTS for Inhibitors of phosphatidylinositol 5-phosphate 4-kinase (PI5P4K) | Phosphatidylinositol 5-phosphate 4-kinase type-2 alpha (Homo sapiens), P48426 | PI5P4Kalpha enzyme, ADP-Glo luminescence, 60 min; active compounds read low | max response, % | hit rate 1.2% among 330,000 | AID 652105, 2013; active = max response of -50% or lower; inconclusive = between -30% and -50%; inactive = -30% or higher; note: value at the top dose of about 77 µM; % is set by controls: 0 for no effect and ±100 for the full control effect
Target sequence (P48426 whole entry, looked up): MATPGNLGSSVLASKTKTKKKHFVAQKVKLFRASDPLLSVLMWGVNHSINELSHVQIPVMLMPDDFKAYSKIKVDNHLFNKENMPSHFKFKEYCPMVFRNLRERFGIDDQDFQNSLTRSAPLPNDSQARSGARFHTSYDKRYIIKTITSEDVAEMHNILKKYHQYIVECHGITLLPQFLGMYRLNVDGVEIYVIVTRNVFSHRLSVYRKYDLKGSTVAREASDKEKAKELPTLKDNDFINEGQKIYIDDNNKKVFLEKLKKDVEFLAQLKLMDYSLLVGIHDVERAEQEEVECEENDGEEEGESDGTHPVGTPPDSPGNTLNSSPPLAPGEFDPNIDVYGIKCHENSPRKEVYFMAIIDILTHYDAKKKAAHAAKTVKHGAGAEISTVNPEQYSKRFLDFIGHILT
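ADP-Glo luminescence end-point read after a 60 min room-temperature kinase reaction of PI5P4Kalpha plus substrate, initiated with ATP at 5 microM final. Buffer: 0.038 M HEPES pH 7.4, EGTA, 0.1% CHAPS, 5% DMSO.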
PLK1 PBD block: qHTS for Inhibitors of PLK1-PDB (polo-like kinase 1 - polo-box domain): Primary Screen. Serine/threonine-protein kinase PLK1 (Homo sapiens), P53350. Plk1 PBD binding of FITC phosphopeptide, fluorescence polarization. AID 720504, 2013. hit rate 2.8% among 360,000. Potency, µM, for the others: max response, negative = inhibition, actives largely listed as inhibitors; note: potency is the fitted concentration of half-maximal effect; series mostly up to about 57 µM; % is set by controls: 0 for no effect and ±100 for the full control effect; nearly all actives have a fitted effect of over 65% in size
IL2 activator: qHTS of IL-2 Activators; IL-2 activation reporter assay, cell-based qHTS; stimulated with anti-CD3/CD4/CD28 beads; in transgenic mouse T cells; activation, % (series mostly up to about 46 µM); hit rate 0.065% among 360,000; in the data active = activation above about 50%; inconclusive = mostly about 30% to 49%; note: 0% is about no effect
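First, unstimulated transgenic mouse T cells were exposed to compound for 60 min. Next, anti-CD3/anti-CD4-coated beads with anti-CD28 were added. Finally, after 18 h at 37 degrees C, EGFP and DsRed were imaged.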
GLP1R cytotox: qHTS of GLP-1 Receptor Inverse Agonists: Cytotox Screen | hit rate 0.13% among 410,000 | AID 624418, 2012 | Potency, µM (highest dose often 38.3 µM), for the others: top-dose activity change, negative = inhibition, hits mostly inhibitors | HEK293 cAMP-luciferase reporter cells, luminescence, 24 h;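 note: loss of luciferase light is scored as toxicity; potency is the fitted concentration of half-maximal effect; % is set by controls: 0 for no effect and ±100 for the full control effect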
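1536-well qHTS counterscreen of the MLSMR; 200 cells/uL, 12 h pre-incubation, 23 nL cpd, 24 h at 37 deg C 5% CO2, luciferase detection reagent, 12 min RT, luminescence. Inhibition = undesired.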
GLP-1R inv ag: qHTS of GLP-1 Receptor Inverse Agonists (Inhibition Mode). Potency, µM (highest dose often 38.3 µM), for inactives: top-dose activity change, negative = inhibition, hits mostly inhibitors. HEK293 GLP-1R CRE-luciferase, luminescence, 24 h; GLP-1R form is constitutively active. Glucagon-like peptide 1 receptor (Homo sapiens), P43220. hit rate 1.6% among 410,000; note: potency is the fitted concentration of half-maximal effect; % is set by controls: 0 for no effect and ±100 for the full control effect; nearly all actives have a fitted effect of over 55% in size
Target sequence (P43220 whole entry, looked up): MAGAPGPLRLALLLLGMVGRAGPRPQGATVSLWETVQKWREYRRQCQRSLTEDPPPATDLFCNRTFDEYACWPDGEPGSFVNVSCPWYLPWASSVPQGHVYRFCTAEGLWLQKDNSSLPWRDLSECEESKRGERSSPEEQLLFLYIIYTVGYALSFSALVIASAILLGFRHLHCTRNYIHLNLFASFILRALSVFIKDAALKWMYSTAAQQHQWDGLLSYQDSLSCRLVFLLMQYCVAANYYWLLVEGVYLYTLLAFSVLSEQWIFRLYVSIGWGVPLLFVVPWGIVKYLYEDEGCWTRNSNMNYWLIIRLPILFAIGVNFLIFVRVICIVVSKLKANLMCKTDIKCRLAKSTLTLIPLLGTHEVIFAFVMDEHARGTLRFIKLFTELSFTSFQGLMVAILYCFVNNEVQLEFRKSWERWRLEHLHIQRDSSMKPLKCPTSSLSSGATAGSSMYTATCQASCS
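Assay principle: reduced luminescence from a cAMP-responsive reporter in HEK293 cells co-expressing a constitutively active GLP-1R. Conditions: 24 hr compound incubation, 37 deg C, 5% CO2.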
EPAC1 ag: qHTS for Agonist of cAMP-regulated guanine nucleotide exchange factor 3 (EPAC1): primary screen | hit rate 0.073% among 360,000 | EPAC1 agonist qHTS, biochemical assay; response scale: 100% = response to 6.5 mM cAMP | Potency, µM (series often up to 154 µM), without a hit: at the highest dose activation, actives largely listed as activators | AID 720707, 2013 | Rap guanine nucleotide exchange factor 3 (Homo sapiens), O95398; note: potency is the fitted concentration of half-maximal effect; nearly all actives have a fitted effect of over 60% in size
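EPAC1 100 nM, Rap1B–BODIPY-GDP 250 nM, unlabeled GDP 50 uM; compound titration; 5 min RT; kinetic read ex480/em540 at 5-min intervals ×30 min; data normalized to 6.5 mM cAMP agonist control.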
GLP-1R agonist: qHTS of GLP-1 Receptor Agonists. Glucagon-like peptide 1 receptor (Homo sapiens), P43220. AID 624172, 2012. Potency, µM (series often up to 45.6 µM), inactives show top-dose activation, most hits filed as activators. hit rate 0.007% among 380,000. HEK293 GLP-1R CRE-luciferase, luminescence, 4-6 h; cells express a hypersensitive GLP-1R form; note: potency is the fitted concentration of half-maximal effect; % of control where 0% means no effect
An asterisk follows results filed as active; i = inactive; ? = inconclusive; / = not tested or not shown; & = joins results of further samples; [ ] = remark or other dose. Unless noted, calls come from the whole dose curve; as a rule, active = well fitted curve in the direction sought with a large enough effect; inconclusive = small, poorly fitted or top-dose-only effect, or another doubt; inactive = no such curve, though single readings can be large; an effect the other way counts as inactive or inconclusive. Some of the compounds tested; count on the stated rates, not on these rows.

SMILES	PTHR1 ag	EPAC1 antag	PI5P4K alpha inh	PLK1 PBD block	IL2 activator	GLP1R cytotox	GLP-1R inv ag	EPAC1 ag	GLP-1R agonist
CNC(=S)N1CC2CC(C1)c1cccc(=O)n1C2 (stereo not given)	i	-18%	2	-5%	0.0	4%	8%	3%	2%
c1ccc2cc(CC3=NCCN3)ccc2c1	i	3%	3	-2%	-0.5	-1%	-5%	-2%	9%&-2%
COc1ccc(C)cc1NC(=O)N1CCC2(CC1)OCCO2	i	3%	5	-12%	-0.4	15%	11%	-2%	-5%
CCOC(=O)C1CCN(Cc2ccc(Cl)nc2)CC1	i	-18%	-2	-11%	-0.1	-10%	12%	5%	9%
COC1=CC(=O)OC(CCc2ccc3c(c2)OCO3)C1 (stereo not given)	-7%	3%	-12	-8%	1.0	9%	-5%	-5%	2%
O=c1cccc2n1C[C@@H]1C[C@@H]2CN(CC(O)c2ccc([N+](=O)[O-])cc2)C1 (stereo not given in full)	0%	13%	2	4%	-0.4	-17%	0%	12%	2%
C(#CCN1CCOCC1)COCc1ccccc1	i	2%	0	-5%	0.0	1%	1%	-10%	18%
Oc1c(Br)cc(Br)cc1CN1CCN(Cc2ccccc2)CC1	-50%[inhibitor]	3%	12	-6%	-0.6	6%	10µM*	17%	20%
COC(=O)c1cc2ccsc2n1CC(=O)Nc1cc(Cl)ccc1OC	7%[57.5 µM]	-7%	/	3%	-1.9	?	?	24%	2%
CCCCCNc1c(C(=O)OCC)c(=O)[nH]c2ccccc12	-34%	10%	-1	27µM*	3.8	-9%	-17%	-2%	4%
CC(=O)Nc1ccccc1C(=O)OCC(=O)c1ccccc1Cl	-36%[inhibitor]	-11%	0	-3%	-0.4	-2%	0%	3%	-3%
Cc1ccc(SCCNC(=O)c2cccc([N+](=O)[O-])c2C)cc1	-38%[inhibitor]	-3%	4	-10%	-0.5	72%[activator]	?	13%	2%
CCCCN=C[C@]12CCC(O)CC1(O)CCC1[C@@H]2CC[C@]2(C)[C@H](C3C=CC(=O)O3)CCC12O (stereo not given in full)	-15%	1%	7	-9%	-0.2	-41%	?	-9%	-11%
CN(C)c1ccc(C=C(C#N)C#N)cc1	i	-2%	-1	-16%	-0.5	12%	4%	12%	1%
CCn1c(N2CCN(C(=O)C34CC5CC(CC(C5)C3)C4)CC2)nc2ccccc21	-76%[inhibitor][57.5 µM]	-23%	2	-27%	-2.3	?	2µM*	14%	1%

Of the compounds above, 3 have a Cl atom.
SMILES	PTHR1 ag	EPAC1 antag	PI5P4K alpha inh	PLK1 PBD block	IL2 activator	GLP1R cytotox	GLP-1R inv ag	EPAC1 ag	GLP-1R agonist
CCOC(=O)C1CCN(Cc2ccc(Cl)nc2)CC1	i	-18%	-2	-11%	-0.1	-10%	12%	5%	9%
COC(=O)c1cc2ccsc2n1CC(=O)Nc1cc(Cl)ccc1OC	7%[57.5 µM]	-7%	/	3%	-1.9	?	?	24%	2%
CC(=O)Nc1ccccc1C(=O)OCC(=O)c1ccccc1Cl	-36%[inhibitor]	-11%	0	-3%	-0.4	-2%	0%	3%	-3%

Later entries.
SMILES	PTHR1 ag	EPAC1 antag	PI5P4K alpha inh	PLK1 PBD block	IL2 activator	GLP1R cytotox	GLP-1R inv ag	EPAC1 ag	GLP-1R agonist
CCC(Oc1ccccc1OC)C(=O)Nc1ccc2c(c1)OCCO2 (stereo not given)	i	-25%	-2	-3%	0.8	-13%	?	-6%	-3%
O=c1cccc2n1C[C@H]1C[C@@H]2CN2CCCC[C@@H]12	i	-21%	0	-1%	-4.3	-1%	3%	-2%	0%
O=C(CN1CCOCC1)NCC(=O)Nc1ccc(Br)cc1C(=O)c1ccccc1	i	2%	/	-5%	-2.8	-2%	0%	-3%	-4%
CCOC(=O)c1c(C)c(P(=S)(N2CCOCC2)N2CCOCC2)n(C)c1C	-3%[57.5 µM]	-26%	7	27µM*	0.0	-14%	15%	0%	1%
CCN1C(=O)NC(=O)/C(=C/c2cc(C)n(-c3sc(C)c(C)c3C#N)c2C)C1=O	i	-14%	?	2.1µM*	-0.2	?	?	5%	-4%
COC(=O)C1=C(c2ccc(C(C)=O)cc2)C[C@@H]2CC[C@H]1N2C(=O)NCc1ccc(C(F)(F)F)cc1	-12%	3%	-1	0%	1.3	1%	4%	6%	-2%
COC(=O)[C@]12OC[C@]34C([C@@H](O)[C@@H]1O)[C@]1(C)CC(=O)C(O)=C(C)[C@@H]1C[C@H]3OC(=O)[C@H](O)[C@@H]24 (stereo not given in full)	0%	2%	-1	-2%	-0.6	-27%	?	-10%	-12%
Clc1ccc(N2CC2c2ccncc2)cc1 (stereo not given)	-2%	-1%	-5	-16%	1.3	-18%	-24%	2%	4%
CCc1nc2c(OCc3ccc(Cl)cc3Cl)cccn2c1N(C)C(=O)C(C)C	-46%[inhibitor]	-19%	3	4%	-0.7	?	?	-12%	-7%
Cn1c(=O)c2nncnc2n(C)c1=O	-19%	-6%	2	-14%	0.1	2%	6%	9%	0%
CCn1c(O)c(/C=N/NC(=O)c2ccncc2)c(=O)[nH]c1=S	i	2%	-27	-3%	2.0	78%[activator]	3%	-9%	2%
COC(=O)C1=C(c2ccc(Cl)c(C(F)(F)F)c2)C[C@@H]2CC[C@H]1N2C(=O)N1CCCC1	-17%	-13%	10	-3%	1.1	2%	?	-16%	13%
COc1ccccc1N1CCN(Cc2cccc(Br)c2)CC1	-4%	-16%	3	1%	-0.1	5%	?	5%	5%
c1ccc(N2CCN(c3ncnc4c3nc3n4CCCCC3)CC2)cc1	-36%[inhibitor]	/	/	/	/	-8%	-8%	/	2%
O=S(=O)(c1ccc(Cl)cc1)c1ccc(Cl)cc1	-73%[inhibitor]	3%	4	3%	-0.2	-4%	-25%	1%	-2%
O=C(CN1CCCC1)Nc1ccc(NC(=O)Nc2ccccc2)cc1	-23%[57.5 µM]	0%	0	-3%	0.1	-9%	?	18%	-10%
ClC1=CCC2CN(CCN3CCCCC3)CC2C1 (stereo not given)	-20%	-17%	1	-5%	3.0	-28%	-29%	0%	0%
Oc1cc2c(cc1CN1CCN(c3ccc(F)cc3)CC1)OCO2	-20%	-14%	-4	-24%	-0.4	4%	-10%	-3%	5%
CC(C)(C)c1ccc(-n2nc(C#N)c(Cl)cc2=O)cc1	-23%	?	2	?	-0.5	?	?	14%	-4%
CCOP(=S)(OCC)SCCSCC	-44%[inhibitor]	-3%	6	3%	0.2	2%	2%	-5%	-3%
Oc1ccc(C[C@H]2CNC(=S)N2CC2CCCN2C[C@H](Cc2ccccc2)N2C[C@H](Cc3ccc(O)cc3)N(CC3CCCCCC3)C2=S)cc1 (stereo not given in full)	7%	-16%	-29	-2%	-0.9	-9%	?	-2%	-2%
CCN(CC)c1ccc([N+](=O)[O-])c2cccnc12	-9%	-16%	0	1%	-0.2	0%	3%	4%	15%
C[C@H](O)[C@@H]1C(=O)N2CCc3c([nH]c4ccccc34)[C@@H]2C[C@@H]1N(C)C(=O)Nc1ccccc1	1%	?	4	-15%	0.9	92%[activator]	-25%	-12%	2%
C(=N\NC1=NCCCCC1)/c1c[nH]c2ccccc12	i	0%	-10	-12%	1.2	2%	6%	13%	1%
COc1ccccc1CCNC(=O)CCC(=O)N1CC2C[C@@H](C1)Cn1c2cccc1=O	0%	-13%	3	-12%	0.0	-4%	3%	-11%	6%
COC(=O)c1ccc(NC(=O)c2cccn(Cc3ccccc3C)c2=O)cc1	-84%	/	/	/	/	1%	10%	/	-6%
Cc1c(Cl)cccc1N1C(=O)NC(=O)/C(=C\c2cc(C)n(-c3cccc(C(=O)O)c3C)c2C)C1=O	?	-3%	-25	27µM*	-0.6	15%	9%	6%	5%
CCOc1ccc(-n2c(O)c(C=NCCCn3ccnc3)c(=O)[nH]c2=O)cc1	i	2%	-1	-9%	1.6	-3%	-1%	0%	-5%
Nc1ccc(S(=O)(=O)N2CCCCC2c2cccnc2)cc1 (stereo not given)	-12%	2%	3	-4%	-0.8	7%	12%	-5%	-6%
CCCNC(=O)N1[C@H]2CC[C@@H]1C(C(=O)OC)=C(c1ccccc1)C2	-24%	2%	-3	3%	-0.1	3%	-1%	-3%	9%
NC(=O)c1cn(C2OC(CO)C(O)C2O)c2ncnc(N)c12 (stereo not given)	-4%&-5%	-1%&3%	0&1	1%&-1%	-0.6&-0.6	?	-67%&-94%	7%&-7%	-3%&-8%

Among those listed so far, three have a cyano group:
SMILES	PTHR1 ag	EPAC1 antag	PI5P4K alpha inh	PLK1 PBD block	IL2 activator	GLP1R cytotox	GLP-1R inv ag	EPAC1 ag	GLP-1R agonist
CN(C)c1ccc(C=C(C#N)C#N)cc1	i	-2%	-1	-16%	-0.5	12%	4%	12%	1%
CCN1C(=O)NC(=O)/C(=C/c2cc(C)n(-c3sc(C)c(C)c3C#N)c2C)C1=O	i	-14%	?	2.1µM*	-0.2	?	?	5%	-4%
CC(C)(C)c1ccc(-n2nc(C#N)c(Cl)cc2=O)cc1	-23%	?	2	?	-0.5	?	?	14%	-4%
